12-LOX inh – Primary qHTS assay for inhibitors of human arachidonate 12S-lipoxygenase (ALOX12): Round 2 | AID 1671190, 2021 | Polyunsaturated fatty acid lipoxygenase ALOX12 (Homo sapiens), P18054 | Potency, µM (highest dose often 108 µM), for the others: at the highest dose activity change, negative = inhibition, most hits filed as inhibitors | purified 12hLO, xylenol orange hydroperoxide absorbance | 580,000 tested, 1.1% active; active means well fitted inhibition curve with a large enough effect; inconclusive means small, poorly fitted or top-dose-only effect, or another doubt; inactive means no such curve, though single readings can be large or run the other way
Target sequence (P18054 whole entry, looked up): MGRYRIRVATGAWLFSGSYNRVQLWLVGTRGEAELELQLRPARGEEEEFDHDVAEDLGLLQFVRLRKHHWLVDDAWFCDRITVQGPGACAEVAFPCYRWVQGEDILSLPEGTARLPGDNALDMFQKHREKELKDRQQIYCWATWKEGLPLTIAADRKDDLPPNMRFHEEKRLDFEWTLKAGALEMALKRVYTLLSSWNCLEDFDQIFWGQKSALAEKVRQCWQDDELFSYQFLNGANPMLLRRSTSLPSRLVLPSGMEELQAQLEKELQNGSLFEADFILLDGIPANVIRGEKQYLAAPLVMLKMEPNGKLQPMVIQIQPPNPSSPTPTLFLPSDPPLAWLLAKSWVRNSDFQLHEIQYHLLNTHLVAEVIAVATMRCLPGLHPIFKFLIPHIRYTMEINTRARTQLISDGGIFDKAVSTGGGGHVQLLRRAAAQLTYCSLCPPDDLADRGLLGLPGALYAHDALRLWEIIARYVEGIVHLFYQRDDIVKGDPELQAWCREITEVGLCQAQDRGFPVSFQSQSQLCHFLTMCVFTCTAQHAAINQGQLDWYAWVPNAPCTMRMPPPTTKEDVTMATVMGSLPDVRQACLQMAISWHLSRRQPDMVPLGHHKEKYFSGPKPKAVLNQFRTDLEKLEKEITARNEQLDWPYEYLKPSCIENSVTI
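Purified human 12hLO (150 nM final) in 25 mM Hepes, 0.01% Triton X-100, pH 7.0 was preincubated 15 min at room temperature with compound. Then 40 uM arachidonic acid was added, 30 min. Hydroperoxide was read by Fe-XO absorbance ratio 573/405 nm.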
The depositor's hits bear a star; ? = inconclusive; [ ] = dose if it differs, or a comment. On the % scale 0 is the no-effect control and ±100 the full control effect; potency means the concentration at half of the fitted maximal effect. Only part of the results is shown (hit frequency here may not be typical).

SMILES	12-LOX inh
CC(C)C(=O)N1CC[C@H]2COC(=O)N2c2cc(F)ccc2C1	31.7%[activator][176 µM]
O=C(NCc1ccc2c(c1)OCCO2)N1CCN(S(=O)(=O)c2c(Cl)cccc2Cl)CC1	7.5%
CCc1nnc(NC(=O)C2CC(=O)N(c3n[nH]c4cc(Br)ccc34)C2)s1 (stereo not given)	6.5%
CN(C)CCNc1nc(Oc2cccc(F)c2)c2sccc2n1	-9.2%
CC(C)c1nc2nccc(-c3ccc4c(c3)OCCCO4)n2n1	31.0%[activator]
COc1ccc(-c2cc(N3CCCN(C(=O)c4ccccn4)CC3)n[nH]2)cc1	-6.9%
Cc1ccc(C2c3c(-c4cc(C)cc(C)c4O)n[nH]c3C(=O)N2CCCO)cc1 (stereo not given)	?
CN1C(=O)C(CC(=O)N2CCCC2)=C2CCCCC21 (stereo not given)	38.8%[activator]
CC1(c2ccccc2)N(Cc2ccc(O)cc2)C(=O)OC12CCN(C(=O)C1CCC1)CC2 (stereo not given)	3.0%[176 µM]
CCNC(=O)NC[C@@H]1C=C(C)[C@H](Cc2nnc(-c3cncn3C)o2)C[C@H]1C(C)C	27.7%[176 µM]
CC(NC(=O)CCc1ccc(C#N)cc1)c1cccs1 (stereo not given)	21.0%
N#Cc1c(/N=C/c2cccc(Br)c2)sc2c1CCCC2	-63.3%
CNC(=O)[C@@H](c1ccc(OC)cc1)N1CCC[C@H]1C(=O)NCCN1CCOCC1	42.8%[activator][176 µM]
Cc1ccc(S(=O)(=O)N2CCCC(Cn3c(C4CC4)nc4cccnc43)C2)cc1F (stereo not given)	?
Clc1ccc(-c2nnc3n2CCN(Cc2ccsc2)C3)cc1	1.7%[6.33 µM]
CCOc1ccccc1C(=O)N1CCC(Cc2nc(-c3ccccc3)no2)CC1	40.2%[activator]
COc1ccc(C(=O)N2CCC(n3cc(-c4nc(C(C)C)no4)nn3)CC2)c(C)c1	14.5%
CCOc1ccccc1COC(=O)c1ccccc1C(=O)c1ccccc1	57.6%[activator]
O=C(c1ccc2c(c1)OCO2)N1CCCN(c2cc(-c3ccccc3)[nH]n2)CC1	16.8%
COc1ccc2c(C)c(CCC(=O)Nc3c(C)cccc3C)c(=O)oc2c1	?
O=C(NCCC1CCCC1)c1cccc2ncccc12	3.5%
CCc1ccc(C(=O)N2C[C@@H](CO)[C@H](c3nc(C)no3)C2)cc1	28.0%
CO[C@@H]1CN(C)C(=O)c2ccc(NC(C)=O)cc2OC[C@@H](C)N(C(=O)NC2CCCCC2)C[C@H]1C	-16.6%
CC1(C)[C@H](Cc2cc(CN3CCOCC3)on2)C[C@@H]1NS(=O)(=O)c1ccccc1	-5.4%[176 µM]
CO[C@@](C(=O)N1CCOC[C@H]1c1ncc(-c2ccccc2)[nH]1)(c1ccccc1)C(F)(F)F	-7.1%
CCN(CC)CCCNC(=O)c1nc(-c2cccc3[nH]ccc23)no1	-12.3%
COc1ccc(-c2cn3cc(C(=O)NCC(N)=O)nc3c(=O)n2CC2CC2)c(F)c1	12.9%
CN1CC2(CCN(Cc3cn[nH]c3-c3ccccc3)CC2)CC1C(=O)N1CCOCC1 (stereo not given)	23.0%
O=C(Nc1c(-c2ccc3c(c2)OCO3)[nH][nH]c1=O)c1cnccn1	-5.7%
Cc1ccc(NC(=O)Cc2nnc(SC(C)C(=O)Nc3ccc4c(c3)OCO4)n2C)cc1 (stereo not given)	?
CCOC(=O)N1CCN(c2nc(C)c3c(n2)CC(c2ccc(F)cc2)CC3=O)CC1 (stereo not given)	-5.7%
O=C(NCC(c1cccs1)N1CCOCC1)c1cc(=O)c2cc(Br)ccc2o1 (stereo not given)	0.7%
COc1nc2c(cc1CNC(=O)C1CCOCC1)C(=O)N(C1CCCC1)C2	18.4%
O=C(NC1CCN(Cc2ccccc2)CC1)C1CCCN(c2cnn(Cc3ccccc3)c(=O)c2)C1 (stereo not given)	9.5%
COCC(=O)N(C1CCOCC1)C1CCN(C(=O)c2ccc(OC)cc2)CC1	8.2%
CCc1c(C)sc(NC(=O)Cc2ccc(Cl)c(Cl)c2)c1C#N	-18.0%
O=C([C@@H]1C[C@H](Oc2cccnc2)CN1C(=O)c1ccc2ccccc2n1)N1CCCC1	37.4%[activator]
CC(C)(C)NC(=O)C(c1ccccc1F)n1c(=O)c(-c2ccco2)nc2ccccc21 (stereo not given)	?
O=c1ccc(N2CCCN(S(=O)(=O)c3cccc4nsnc34)CC2)nn1-c1ccccc1	?
CCOc1ccc(C(C)NC(=O)c2n[nH]c(=O)c3ccccc23)cc1 (stereo not given)	-0.6%
COCC(=O)N1CCCC(c2nn(-c3ccccc3)c(=O)[nH]2)C1 (stereo not given)	35.8%[176 µM]
CC(=O)c1ccc(OC2(C)CCN(Cc3ccc(OC(F)(F)F)cc3)C2)cc1 (stereo not given)	?
CCN(C(=O)c1c(O)c2c(Cl)cccc2n(C)c1=O)c1ccccc1	-21.6%[57.4 µM]
Cc1noc([C@@H]2CN(C(=O)c3nn(C)c4ccccc34)C[C@H]2CO)n1	11.6%
COc1ccc(CNC(=O)c2cnn(-c3ncc4c(n3)-c3ccccc3CC4)c2C)cc1OC	11.7%
Cc1ccc(CNC(=O)C2CN(S(=O)(=O)c3cccnc3)CC23CCCCC3)o1 (stereo not given)	-0.2%
CCN(CC)S(=O)(=O)c1ccc2[nH]c(=O)cc(C(=O)N(C)CC3CC3)c2c1	?
CC(=O)N1CCCN(CC[C@H]2CN(C(=O)C3CCCCC3)CC[C@H]2CC(=O)O)CC1	7.3%[176 µM]
CCOC(=O)N1CCN(Cc2nc3c([nH]2)c(=O)n(C)c(=O)n3C)CC1	?
O=C(Nc1cccc(-c2nc3ccccc3o2)c1)c1ccc([N+](=O)[O-])cc1	0.2%
O=C1CCCc2nccc(-c3ccc(Cl)cc3)c21	?
COc1cccc(NC(=O)[C@H](C(C)C)n2nnc3ccccc3c2=O)c1	-3.9%
O=C(Cc1ccc(F)cc1)N1CCCC(c2noc(COc3ccccc3F)n2)C1 (stereo not given)	-1.6%
O=C1CCCCC(C(=O)N2CCc3ccccc32)N1 (stereo not given)	19.4%
Cc1cc2ncc(-c3cccc(Br)c3)nc2cc1C	-1.2%
CC(C)Cn1cnc2c1c(=O)n(CC(=O)NCCc1ccc(F)cc1)c(=O)n2Cc1ccccc1	-25.4%
CCCNC(=O)c1ccc2c(c1)ncn2-c1ccc(OCc2ccccc2)cc1	14.0%
O=C1CSc2ccc(S(=O)(=O)NC3CCCCC3)cc2N1	1.9%
Cn1cc(CN2C[C@H](C(=O)Nc3nccs3)C[C@@H]2c2cccc(C(F)(F)F)c2)cn1	24.3%[176 µM]
CC(C)C[C@@H]1NC(=O)[C@@H]2CSCCS(=O)(=O)N2C1=O	-0.2%

Five entries from above, in markdown.
| Molecule | 12-LOX inh |
| --- | --- |
| Cc1ccc(CNC(=O)C2CN(S(=O)(=O)c3cccnc3)CC23CCCCC3)o1 (stereo not given) | -0.2% |
| CCN(CC)S(=O)(=O)c1ccc2[nH]c(=O)cc(C(=O)N(C)CC3CC3)c2c1 | ? |
| CC(=O)N1CCCN(CC[C@H]2CN(C(=O)C3CCCCC3)CC[C@H]2CC(=O)O)CC1 | 7.3%[176 µM] |
| CCOC(=O)N1CCN(Cc2nc3c([nH]2)c(=O)n(C)c(=O)n3C)CC1 | ? |
| O=C(Nc1cccc(-c2nc3ccccc3o2)c1)c1ccc([N+](=O)[O-])cc1 | 0.2% |

A second format for part of the listing above:
smiles,12-LOX inh
CCN(C(=O)c1c(O)c2c(Cl)cccc2n(C)c1=O)c1ccccc1,-21.6%[57.4 µM]
Cc1noc([C@@H]2CN(C(=O)c3nn(C)c4ccccc34)C[C@H]2CO)n1,11.6%
COc1ccc(CNC(=O)c2cnn(-c3ncc4c(n3)-c3ccccc3CC4)c2C)cc1OC,11.7%
Cc1ccc(CNC(=O)C2CN(S(=O)(=O)c3cccnc3)CC23CCCCC3)o1 (stereo not given),-0.2%

(further entries)
SMILES	12-LOX inh
O=C(CCC1CCN(C(=O)[C@H]2C[C@@H]3C=C[C@H]2C3)CC1)N1CCC(Cc2ccccc2)CC1	1.5%
O=C(Cc1c[nH]c2ccccc12)NC1CCN(CC2CCCC2)CC1	-6.9%
CCc1c(C)sc(NC(=O)C(c2ccccc2)c2ccccc2)c1C#N	?
COc1cc(C2CC(=O)Nc3c2ncn3-c2ccccc2Br)ccc1O (stereo not given)	63.5%[activator]
OC(Cc1ccccc1Br)c1ncc(-c2ccc(Cl)cc2)[nH]1 (stereo not given)	?
CN1CCC(Oc2nccnc2N2CCOCC2)C1 (stereo not given)	77.0%[activator]
Cc1cccc(OC(C)C(=O)Nc2ccc(SCc3cc(=O)n4c(ncn4C(C)C)n3)cc2)c1 (stereo not given)	0.4%
O=C(/C=C/[C@H]1O[C@@H](n2cnc3c(NC(=O)c4ccccc4)ncnc32)[C@H](O)[C@@H]1O)NCCCN1CCCC1=O	-2.0%
O=C(c1cccc(-c2cncc3nccn23)c1)N1CCOCC1	?
Cc1[nH]c2ccccc2c1C(c1ccc(F)cc1)c1c(C)[nH]c2ccccc12	?
O=C(c1ccc(C(F)(F)F)cc1)N1CCC2(CN[S+](=O)([O-])c3ccccc3N2)C1 (stereo not given)	8.6%
Nc1ccc2c(c1)C(=O)NC2	17.1%
Cc1noc(C)c1-c1cc2cc(CN3CCN(C)CC3)oc2c(NC2CCN(C)CC2)n1	6.2%[176 µM]
O=C(NCc1ccncc1)c1nc2c(o1)CCN(CCCc1ccccc1)CC2	8.3%[176 µM]
CCCCOc1ccc(C(=O)NC2CCCCN(C)C2=O)cc1 (stereo not given)	-4.4%
CCn1nccc1C(=O)N1CCCCCNC(=O)[C@H]2C[C@H](C(=O)N3CCc4ccccc4C3)C[C@H]21	19.2%
COc1ccc(-n2nc(C)c3c2NC(=O)CC3c2ccc(O)cc2)cc1 (stereo not given)	13.1%
Cc1cnc(C(=O)N[C@@H]2CCC[C@@H]2C(=O)NCCC2=CCCCC2)cn1	?
Cc1cccc(C)c1-n1nnnc1C1(C)CCC(=O)N1CCc1ccccc1F (stereo not given)	-1.5%
Cc1cnc(C=O)c2cccc([N+](=O)[O-])c12	?
O=C(O)C[C@@H]1CCN(C(=O)N2CCOCC2)C[C@@H]1CCN1CCN(c2cccc(C(F)(F)F)c2)CC1	-2.0%
CC(C)CCN1C(=O)CC[C@]2(C(=O)N(C)Cc3ccccc3)CCCC[C@@H]12	0.8%
Cc1ccc2cc(CNCc3cccc4ccccc34)c(N3CCC(O)CC3)nc2c1	10.0%
COC(=O)CNC(=O)N1CCC(Oc2ncccc2C(=O)N2CCCCC2)C1 (stereo not given)	48.5%[activator]
S=c1[nH]nc2ccc3ccccc3n12	?
CCOc1c(Br)cc(/C=C/C(=O)c2ccc(OC)c(OC)c2)cc1OC	-4.6%
CC(NC(=O)/C=C/c1ccc(Br)cc1)C1CC2CCC1C2 (stereo not given)	-8.2%
CCSc1nc2c(c(=O)n(Cc3ccccc3Cl)c(=O)n2C)n1C	-26.9%
Cn1cc(-c2cc3n(n2)CCC(=O)N3CC(=O)NC2CCCCC2)c2ccccc21	-22.5%
CC(NC(=O)C1CCN(C(=O)c2cccc3ccccc23)CC1)c1ccc(F)c(F)c1 (stereo not given)	-4.3%
CCC(C)(C)c1cc(O)c(C(C)(C)CC)cc1O	?
CC(C)(C)NC(=O)C(F)(F)C(F)(F)C(=O)NC(C)(C)C	49.3%[activator]
Cc1ccc(CNC(=O)Nc2nnc([C@H]3C[C@H](O)[C@@H](CO)O3)s2)cc1	-1.1%
COc1cc(C(=O)N2CCC(CC(=O)NCCN(C)C)CC2)cc(OC)c1OC	-8.1%
COCc1ccc2c(c1)c(OC(C)(C)C(=O)N1CCOCC1)nn2Cc1cccc(OC)c1	-1.2%
COc1ccc(C(=O)N2CCCC(n3cc(-c4nc(C5CC5)no4)nn3)C2)cc1F (stereo not given)	-1.3%
COc1ccc(C2Cn3cnc(C(=O)N4CCC(C(=O)Nc5ccc(F)c(F)c5)CC4)c3CO2)cc1 (stereo not given)	-2.2%
Cc1ccc(/C(O)=C2\C(=O)C(=O)NC2c2cccc(F)c2)cc1 (stereo not given)	-57.4%
CC(C)NC(=O)N(C)C[C@@H]1OCc2cn(nn2)CCCC(=O)N([C@@H](C)CO)C[C@H]1C	?
Cc1ccc(Cn2c(Sc3ccccc3)nc3c2c(=O)[nH]c(=O)n3C)cc1	1.6%
CC(=O)Nc1c(C)noc1/C=C\c1ccc(C)c(S(=O)(=O)Nc2cccc(C)c2C)c1	-7.5%
CC(C)Cc1nnc(NC(=O)C2CC(=O)N(c3n[nH]c4cccc(F)c34)C2)s1 (stereo not given)	38.0%
O=C(c1ccc2cccc(F)c2n1)N1CCOc2ccc(Cl)cc2C1	8.5%
Cc1ccc(-c2cn3c(n2)CO[C@@H](CNS(=O)(=O)c2cccs2)C3)cc1	-8.4%[176 µM]
CC1(C)CC(=O)C2=C(C1)OC1=C(C(=O)CC(C)(C)C1)C2c1ccccc1Cl	-5.4%
O=C(CN1CC2CC(C1)[C@H]1CCCC(=O)N1C2)N1CCN(c2ccccn2)CC1 (stereo not given in full)	18.1%
COc1ccc2cc(C(=O)NCC3CCC3)c(C)nc2c1	17.9%
O=[S+]1([O-])NC2(CCCN(Cc3ccc(OC(F)(F)F)cc3)C2)CNc2ccccc21 (stereo not given)	53.5%[activator]
CC(/C=C/c1ccc(F)cc1)=C\C(=O)O	-4.9%
O=C(c1ccccc1OCC1CCCN(CC2=Cc3ccccc3OC2)C1)N1CCCCC1 (stereo not given)	-19.6%
CN(C)c1ccc(CN2CCOC[C@H]2c2ncc(-c3cccc(Cl)c3)[nH]2)cc1	19.1%[176 µM]
N#Cc1c(NC(=O)CSc2ncnc3ccccc23)sc2c1CCC2	?
CCCNC(=O)C1CCN(C(=O)c2ccc(C(F)(F)F)cc2)CC1	4.0%
